# LAP4-GFP MLPCN = yeast TOR pathway LAP4-GFP modulation | S. cerevisiae LAP4-GFP multiplex, flow cytometry GFP, 3 h; median GFP as percent of DMSO wells | AID 2023 | GFP response vs DMSO, % at 10 µM | hit rate 0.34% among 320,000;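 active = GFP response vs DMSO above a set limit, about the screen mean plus 3 SD, cut at about 150% in these data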
# JMJD2C inh = blocks human GASC-1 demethylase activity | inhibition, % at 2.35 µM | Q9H3R0 | GST-JMJD2C(1-420) H3K9me3 demethylation, DELFIA europium | hit rate 0.069% among 330,000;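 active = more than half of a compound's replicate wells show inhibition beyond 50%, single wells judged on their own value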;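 note: signal counts dimethyl H3K9 product captured on neutravidin plate; 0% = median of DMSO wells and 100% = 0.3 times that DMSO median; strong numbers were not always called active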
# Target sequence (Q9H3R0 1-420 limits assumed): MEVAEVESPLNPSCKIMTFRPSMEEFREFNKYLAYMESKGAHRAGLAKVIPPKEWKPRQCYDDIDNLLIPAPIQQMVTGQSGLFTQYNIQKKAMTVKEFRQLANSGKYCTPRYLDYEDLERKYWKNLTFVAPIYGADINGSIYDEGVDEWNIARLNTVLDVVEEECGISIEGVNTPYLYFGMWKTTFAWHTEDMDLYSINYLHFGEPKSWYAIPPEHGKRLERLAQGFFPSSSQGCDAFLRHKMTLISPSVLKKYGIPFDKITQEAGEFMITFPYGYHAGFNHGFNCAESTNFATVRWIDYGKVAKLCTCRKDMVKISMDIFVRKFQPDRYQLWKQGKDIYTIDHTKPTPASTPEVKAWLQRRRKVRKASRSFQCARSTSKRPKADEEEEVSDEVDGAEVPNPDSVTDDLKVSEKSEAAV
# AHR act = human AHR activation. P35869. activation, % at 5 µM. hit rate 2.5% among 320,000. AID 2796. AHR-responsive luciferase reporter cells, luminescence; in the data active = activation above about 47%;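 note: 0% = vehicle wells and 100% = reference agonist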
# RPL19A TOR yeast = modulators of TOR pathway RPL19A-GFP in S. cerevisiae; S. cerevisiae RPL19A-GFP strain, flow cytometry, 3 h; hits give low values; percent response vs DMSO, % at 10 µM; hit rate 0.3% among 330,000; AID 2025;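 active = percent response vs DMSO below 50%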;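 note: median channel GFP fluorescence of the barcoded RPL19A-GFP strain; ratio of sample median GFP to plate DMSO average so 100% = DMSO; lower means less RPL19A-GFP as with rapamycin TOR inhibition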
# Yeast superoxide = lowers age-related superoxide in aged yeast cells; S. cerevisiae aged cells, superoxide DHE fluorescence; hits give low values; superoxide response (% of plate mean), % at 10 µM; hit rate 0.18% among 330,000; AID 2690;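 active = superoxide response under a set limit, about three screen SD below normal, cut at about 65% in these data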;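 note: yeast aged for seven days with compound at 30 °C before DHE staining; 100% = average MFI of all compound-treated wells on the plate with controls excluded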
# procasp7 counter = counter-screen for procaspase-3 activators: activators of human procaspase-7; AID 463210; recombinant procaspase-7, Ac-DEVD-pNA absorbance 405 nm; D23A/D198A/D206A triple mutant, cannot self-cleave; scale: DMSO 0, 5 µM enzyme 100; P55210; activation, % at 8.5 µM; hit rate 0.093% among 330,000;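 active = percent activation above the screen-wide mean plus 3 SD, cut at about 25% in these data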
# Target sequence (P55210 whole entry D23A/D198A/D206A): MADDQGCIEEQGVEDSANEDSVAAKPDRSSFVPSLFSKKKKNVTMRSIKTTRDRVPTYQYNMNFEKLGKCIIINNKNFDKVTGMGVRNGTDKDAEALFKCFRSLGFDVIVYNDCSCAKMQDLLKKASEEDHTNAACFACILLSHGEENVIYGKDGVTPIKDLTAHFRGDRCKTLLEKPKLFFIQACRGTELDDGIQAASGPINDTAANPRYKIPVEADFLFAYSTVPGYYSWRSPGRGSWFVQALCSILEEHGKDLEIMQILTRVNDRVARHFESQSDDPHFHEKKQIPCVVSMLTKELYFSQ
#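 System: Procaspase-7 triple mutant (PC-7 D3A); measure: % activation from two-timepoint absorbance difference, scaled to controls; times: 1 h compound preincubation, 2 h substrate cleavage, 25 °C; also added: Ac-DEVD-pNA substrate, 400 µM as added; measured by: Epi-absorbance of released pNA at 405 nm, two timepoints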
# proCasp3 act = procaspase-3 (human) activation. activation, % at 8.5 µM. P42574. hit rate 0.11% among 330,000. recombinant procaspase-3 D3A, Ac-DEVD-pNA absorbance 405 nm;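 active = activation above the mean of all tested compounds plus 3 SD, cut at about 21% in these data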;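 note: 0% = DMSO alone and 100% = DMSO wells spiked with extra 5 µM PC-3 D3A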
#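 Test system: Procaspase-3 D3A mutant, all three cleavage aspartates alanine | Dosing: Single dose, 8.5 µM nominal compound, 0.8% DMSO | Schedule: 1 h preincubation, 2 h reaction | Technique: 405 nm absorbance of p-nitroaniline, reads at 0 and 120 min | Repeats: One well per compound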
# MEP2-GFP yeast = modulators of TOR pathway MEP2-GFP in S. cerevisiae | S. cerevisiae MEP2-GFP strain, flow cytometry GFP, 3 h; 100% = DMSO control level | GFP response vs DMSO, % at 10 µM | hit rate 0.51% among 330,000 | AID 2016;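 active = GFP response versus DMSO above a set limit, roughly screen mean plus 3 SD, cut at about 180% in these data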;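 note: median GFP fluorescence of the barcode-gated MEP2-GFP cells per well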
# * = called active by the depositor; x = no result given; [ ] = dose if it differs, or a comment.
canonical_smiles | LAP4-GFP MLPCN | JMJD2C inh | AHR act | RPL19A TOR yeast | Yeast superoxide | procasp7 counter | proCasp3 act | MEP2-GFP yeast
O=C(C1CCN(S(=O)(=O)c2ccccc2)CC1)N1CCCCC1 | 90 | 5 | 4 | 104 | 109 | 13 | -4 | 105
CC1CC(C)CN(C(=O)CCn2c(=O)oc3ccccc32)C1 (stereo not drawn) | 98[may fluoresce green] | -3 | -3 | 100[may fluoresce green] | 108 | 5 | 2 | 105[may fluoresce green]
O=[N+]([O-])c1ccc(S(=O)(=O)Nc2ccc3c(c2)OCCO3)cc1 | 91 | -13 | 0 | 95 | 100 | -5 | -1 | 100
COc1cccc(-n2nnc3c(=O)n(Cc4cccc(F)c4)cnc32)c1 | 109 | 6 | 16 | 99 | 97 | 12 | -2 | 104
Nc1c(C(=O)CSc2nnc(-c3ccccc3F)o2)c(=O)[nH]c(=O)n1C1CC1 | 110 | 3 | -1 | 95 | 88 | -8 | 4 | 117
COCCCNCCCOc1ccc(Cl)cc1Br | 93 | 0 | -2 | 95 | 95 | 5 | 11 | 95
O=C(CSc1ncn[nH]1)c1ccc(OC(F)F)cc1 | 105 | -26 | -1 | 114 | 100 | 5 | -3 | 103
COc1ccc(N2C(=O)CC(NNC(=O)c3ccco3)C2=O)cc1 (stereo not drawn) | 105 | 0 | 0 | 99 | 120 | -11 | -7 | 102
CC(=O)c1c(C)[nH]c(C(=O)Nc2cc(S(=O)(=O)N(C)C)ccc2C)c1C | 93 | 6 | 7 | 94 | 98 | 0 | 8 | 99
CC(=O)Nc1sc2c(c1-c1nc3ccccc3s1)CCN(C(C)C)C2 | 110 | x | 172* | 99 | 98 | 5 | -1 | 104
COc1cccc(NC(=O)CN(C)CC(=O)Nc2ccc(Br)cc2)c1 | 96 | -11 | 10 | 109 | 91 | 5 | 4 | 99
N=C1/C(=C\c2coc3ccc(O)cc3c2=O)C(=O)N=C2SC=CN12 | 104 | -1 | 11 | 100 | 99 | -13 | -15 | 104
Cc1cccc(NS(=O)(=O)c2cnc(Cl)c(Br)c2)n1 | 88 | 3 | 0 | 105 | 89 | -3 | -11 | 100
CN(C(=O)Cn1cnc2ccccc2c1=O)C1CCS(=O)(=O)C1 (stereo not drawn) | 82 | 6 | 1 | 95 | 79 | 6 | 6 | 86
CCOC(=O)c1c(C)nc2c(c1C)/C(=N/O)CC(C)(C)C2 | 106 | -1 | 8 | 105 | 101 | 8 | -4 | 102
O=C(Nc1ncc(Cc2cccc(Cl)c2Cl)s1)c1ccc([N+](=O)[O-])cc1 | 94 | 0 | 3 | 97 | 95 | 15 | 6 | 97
Cc1ccc(S(=O)(=O)N2C(=O)C(c3ccccc3)SC2=Nc2ccccc2)cc1 (stereo not drawn) | 95 | -6 | 0 | 99 | 96 | -7 | -8 | 90
CCC(C)NC(=O)CCCc1ccccc1 (stereo not drawn) | 105 | -3 | 7 | 102 | 80 | -1 | -2 | 105
COc1ccc(COC(=O)CCc2c[nH]c3ccccc23)cc1F | 107 | -13 | 4 | 94 | 101 | 4 | 3 | 83
CC(=O)Nc1sc(C)c(C)c1C(=O)OCC(=O)N(C)c1c(N)n(Cc2ccccc2)c(=O)[nH]c1=O | 94 | -12 | 3 | 88 | 95 | 3 | 1 | 92
COCC(=O)NC1CC(C)(C)Cc2c1cnn2-c1ccc(F)cc1 (stereo not drawn) | 96 | 9 | -3 | 105 | 101 | -5 | 3 | 112
COc1ccc(C2CC(=O)c3c(ccc4ccccc34)N2)cc1OC (stereo not drawn) | 98 | 2 | 6 | 102 | 104 | 14 | 1 | 98
C[C@H]1CCC[C@]2(C)C[C@H]3OC(=O)C(CN4CCCCCC4)[C@H]3C=C12 (stereo partly drawn) | 100 | 2 | 1 | 100 | 96 | 4 | -2 | 103
O=C(NCc1ccccc1F)C1CCCN1C(=O)NCc1ccccc1 (stereo not drawn) | 103 | 0 | -2 | 96 | 111 | 2 | 8 | 99
CCS(=O)(=O)N1CCN(C(=O)COc2ccc(-c3ccccc3)cc2)CC1 | 98 | -28 | 1 | 91 | 95 | 6 | -3 | 100
C=C(C)C(=O)Nc1cccc(C2=NOC3(C2)C[C@@H](C(N)=O)N(C(=O)CCCCC)C3)c1 (stereo partly drawn) | 106 | -17 | 0 | 99 | 99 | -1 | 3 | 91
COc1ccc(-c2noc(CN(C)C3CCOCC3)n2)cc1 | 96 | -12 | 1 | 98 | 88 | 9 | -6 | 101
O=C(Nc1ccc(F)cc1F)NC1CCN(S(=O)(=O)c2ccc(F)cc2)CC1 | 97 | -1 | -4 | 101 | 110 | 5 | 11 | 99
Cn1c(SCC(=O)NC2CCCCC2)nnc1-c1ccccn1 | 91 | -3 | 0 | 98 | 100 | -3 | 11 | 96
O=S(=O)(c1ccc(Cl)cc1)N1CCC(O)(CN2CCN(Cc3ccccc3)CC2)CC1 | 98 | 10 | -3 | 105 | 96 | 1 | 1 | 101
Cc1cccc(/C=C/c2onc(C)c2S(=O)(=O)N2CCC(C(=O)NC(C)(C)C)CC2)c1 | 105 | 3 | -1 | 99 | 97 | 3 | 4 | 103
CCOC(=O)Cc1csc(NC(=O)Nc2ccccc2)n1 | 92 | 6 | 1 | 92 | 95 | 5 | 4 | 92
COC(=O)CNC(=O)CCC(=O)N1CCN(C(c2ccccc2)c2ccccc2)CC1 | 93 | 8 | 0 | 107 | 97 | -5 | 1 | 100
CC(=O)Nc1ccc(NC(=O)C(c2ccccc2)c2ccccc2)cc1 | 81 | 0 | 1 | 105 | 108 | -1 | 0 | 104
Cc1ccc(Nc2nc(C(=O)NCc3ccco3)cs2)cc1 | 94 | -4 | 52* | 98 | 98 | 8 | -5 | 102
CCn1c(SCC(=O)N2CCCCC2C)nnc1-c1ccc(S(=O)(=O)N2CCN(C)CC2)cc1 (stereo not drawn) | 95 | 7 | -3 | 97 | 109 | 7 | 5 | 102
CN=C(c1ccccc1)c1c(C)cccc1C | 95 | -3 | -3 | 107 | 91 | -4 | -2 | 106
O=S(=O)(c1cc(C(F)(F)F)ccc1Cl)N1CCN(c2ccccn2)CC1 | 105 | -3 | 3 | 113 | 98 | 0 | 4 | 104
COC(=O)C1=C(C)NC(C)=C(C(=O)OC)C1c1ccc(OC(=O)c2oc3ccccc3c2C)c(OC)c1 | 115 | 7 | 6 | 106 | 102 | 81* | 35* | 156
O=C(NS(=O)(=O)Nc1ccc(Cl)cc1)c1c[nH]c2ccccc12 | 98 | 2 | 11 | 101 | 95 | 13 | 4 | 108
Cc1cc(NC(=O)C2CC(c3c(F)cccc3Cl)=NO2)n(-c2ccccc2)n1 (stereo not drawn) | 93 | -4 | 1 | 98 | 100 | 7 | -3 | 109
CN(C)S(=O)(=O)c1cccc(COC(=O)c2ccc3c(c2)OCO3)c1 | 107 | 3 | -1 | 97 | 97 | 8 | 0 | 101
CC(=O)Nc1cccc(OCc2ccc(F)cc2)c1 | 116 | -1 | -3 | 93 | 103 | 0 | -6 | 96
O=C(CN1C(=O)/C(=C\C=C\c2ccccc2)SC1=S)Nc1ccc(F)cc1 | 87 | -5 | 3 | 98 | 89 | -4 | -13 | 93
O=C(Nc1cccc(NC(=O)c2ccc(-c3ccc(Br)cc3)o2)c1)c1ccco1 | 94 | 6 | 26 | 96 | 90 | 0 | -4 | 97
CC1(C)Cc2c(c(N3CCOCC3)nc3sc4c(=O)[nH]cnc4c23)CS1 | 93 | 5 | 1 | 101 | 113 | 6 | -1 | 102
CC(=O)Nc1ccc(N(C(=O)CNC(=O)c2ccco2)C(C(=O)NC2CCCC2)c2ccco2)cc1 (stereo not drawn) | 100 | 7 | -2 | 102 | 100 | 8 | 3 | 110
CCOc1cc([N+](=O)[O-])c2nc(N)sc2c1 | 100 | -2 | 11 | 98 | 119 | 5 | -4 | 100
Cc1nnc(NC(=O)CCn2cnc3ccccc3c2=O)s1 | 92 | -11 | 1 | 100 | 101 | -1 | 5 | 99
Fc1ccc(Cn2nnnc2CN2CCc3ccccc3C2)cc1 | 104 | -19 | 13 | 99 | 112 | -7 | -1 | 101
O=C(COC(=O)c1cc([N+](=O)[O-])ccc1N1CCOCC1)NCc1ccc(Cl)cc1Cl | 102 | 12 | 3 | 100 | 104 | -9 | -6 | 90
O=C(O)C1CCN(C(=O)CCN2C(=O)S/C(=C\c3ccccc3)C2=O)CC1 | 104 | -6 | 0 | 99 | 96 | -16 | -9 | 95
O=C(C1CCN(C2CCN(C/C(Cl)=C/c3ccccc3)CC2)CC1)N1CCOCC1 | 97 | 1 | 3 | 100 | 98 | 6 | -1 | 99
COC(=O)[C@]1(C)N[C@H](CN(C)C(C)=O)[C@@H]2C(=O)N(C)C(=O)[C@@H]21 | 113 | x | 0 | 106 | 104 | 6 | -7 | 105
O=C(NCCCc1ccc(F)cc1)C1CCC(=O)N(CC2CCCCC2)C1 (stereo not drawn) | 102 | 5 | 0 | 97 | 90 | 9 | 6 | 95
Cc1ccc(S(=O)(=O)c2c(C)cc(-c3ccccc3)[nH]c2=O)cc1 | 100 | -3 | -2 | 99 | 118 | -2 | -3 | 97
O=c1[nH]nc(-c2ccccc2)cc1-c1ccccc1 | 128 | 3 | 1 | 95 | 91 | 0 | 1 | 98
O=C(CC12CC3CC(CC(C3)C1)C2)NCc1ccco1 | 92 | 11 | 2 | 102 | 89 | 3 | 2 | 104
CCc1cccc(CC)c1-n1c(SCn2nnc3ccccc3c2=O)nnc1-c1cccnc1 | 97 | 9 | 0 | 98 | 110 | -4 | 2 | 98
CCOC(=O)C1=C(CSc2nc(C)cc(C)c2C#N)OC(N)=C(C#N)C1c1cccs1 (stereo not drawn) | 93 | x | 3 | 99 | 98 | -4 | -14 | 100
C=CCNCCOc1ccc(C)cc1[N+](=O)[O-] | 92 | 2 | 2 | 103 | 80 | 10 | 3 | 102
Cc1nn(CC2CCCCC2)c(N)c1-c1ccccc1 | 95 | -3 | 4 | 90 | 89 | 0 | 1 | 91

# Compounds were not picked by outcome (roughly 3.8% active in at least one column).
